From PubChem BioAssay
TRPV1 ag: HTS Assay for Compounds that Act as Agonists of the Vanilloid Receptor 1; Transient receptor potential cation channel subfamily V member 1 (Homo sapiens), Q8NER1; TRPV1-expressing cells, Fluo-8 calcium influx, agonist mode; activation, % at 8.33 µM; 320,000 compounds, 0.19% hits; AID 540275, 2011; in the data active = activation above about 80%; inconclusive = between about 30% and that limit; also: 0% is about no effect
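TRPV1-expressing cells were cultured overnight at 35.5C and loaded with Fluo-8 calcium dye for 40 to 90 min at room temperature. After a 10 s baseline, compound was added and calcium influx was read kinetically for 3 min (ex 480/em 520 nm).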
MLL CXXC-DNA inh: qHTS Fluorescence Polarization Assay for Inhibitors of MLL CXXC domain - DNA interaction; Histone-lysine N-methyltransferase 2A (Homo sapiens), Q03164; MLL-CXXC / FITC-HOXA9 DNA fluorescence polarization; Potency, µM (highest dose often 115 µM), without a hit: at the top dose activity change, negative = inhibition, hits mostly inhibitors; 290,000 compounds, 0.037% hits; active = well fitted inhibition curve with a large enough effect in the polarisation, with a control signal flat, not every such curve was filed as active; inconclusive = small, poorly fitted or top-dose-only effect, or effect the other way, or a change in a side signal; inactive = no such curve, though single readings can be large or run the other way; the % refers to the polarisation; also: potency is read from the fitted curve at half-maximal effect
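Fluorescence polarization: 7 uM MLL-CXXC (stock) preincubated 5 min with compounds, then 50 nM fluorescein-HOX-A9 DNA (stock) added; 30 min ambient. Buffer 50 mM Tris-HCl pH 7.5, 50 mM NaCl, 1 mM DTT, 0.05% BSA.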
Coupling enz: qHTS Assay for Inhibitors of Fructose-1,6-bisphosphate Aldolase from Giardia Lamblia: Coupling assay counterscreen | 290,000 compounds, 0.67% hits | activity change, negative = inhibition, % at 58.2 µM, hits read low | coupling enzyme system counterscreen, AmpLite Red fluorescence; in the data active = activity change below about -30%; also: % is scaled to controls: 0 for no effect and ±100 for the full control effect
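Counterscreen of the coupled detection system alone, without aldolase: glyceraldehyde-3-phosphate coupling enzymes plus AmpLite Red readout. Compounds at 57.5 uM final, 10 min RT preincubation, 20 min RT reaction, fluorescence 525/598 nm.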
GALK inhibitor: qHTS Assay for Inhibitors of Human Galactokinase (GALK). P51570. Purified GALK, Kinase-Glo residual ATP luminescence. Potency, µM (doses to about 57.5 µM), without a hit: at the top dose activity change, negative = inhibition, hits mostly inhibitors. 270,000 compounds, 0.007% hits. AID 1868, 2009; also: potency is read from the fitted curve at half-maximal effect; % is scaled to controls: 0 for no effect and ±100 for the full control effect
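GALK at 5 nM final was combined with compound, 35 uM ATP and 100 uM galactose in HEPES pH8.0 with MgCl2 and DTT. The reaction ran one hour at room temperature before luminescent ATP detection.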
USP2a block: qHTS Assay for Inhibitors of Ubiquitin-specific Protease USP2a Using CHOP2 as the Reporter; Ubiquitin carboxyl-terminal hydrolase 2 (Homo sapiens), O75604; USP2 core, Ub-CHOP2 coupled fluorogenic reporter, 485/531; Potency, µM (doses to about 38.3 µM), for the others: top-dose activity change, negative = inhibition, actives largely listed as inhibitors; 330,000 compounds, 0.01% hits; AID 463254, 2010;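 also: potency is read from the fitted curve at half-maximal effect; plate controls were DMSO wells for no effect and full inhibition by NEM control for full effect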
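Cell-free coupled assay: 10nM USP2 core preincubated 30min RT with compound in Tris-HCl pH 8.0/CaCl2/CHAPS buffer, then 25nM Ub-CHOP2 and 25nM reporter substrate; fluorescence (Ex 485/Em 531) read after 60min RT, normalized to NEM inhibition, concentration-response curves fitted.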
B2AR arrestin: qHTS assay of beta-arrestin-biased ligands of beta2-adrenergic receptor; beta-arrestin recruitment to beta2AR, cell-based reporter; Beta-2 adrenergic receptor (Homo sapiens), P07550; AID 492947, 2010; 330,000 compounds, 0.02% hits; Potency, µM (titrated, usually from 46.1 µM), without a hit: top-dose activation, usual class: activators;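 also: potency is read from the fitted curve at half-maximal effect; 0% = DMSO controls and full agonism = EC100 isoproterenol or metaproterenol; nearly all actives have a fitted effect of over 65% in size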
PKM2 act: qHTS Assay for Activators of Human Muscle isoform 2 Pyruvate Kinase | Pyruvate kinase PKM (Homo sapiens), P14618 | purified PKM2, Kinase-Glo ATP luminescence, activation; response scale: 0% is enzyme alone, no compound | Potency, µM (highest dose often 57.5 µM), inactives show at the top dose activation, most hits filed as activators | 260,000 compounds, 0.34% hits | AID 1631, 2009; also: potency is read from the fitted curve at half-maximal effect; % is scaled to controls: 0 for no effect and ±100 for the full control effect; nearly all actives have a fitted effect of over 55% in size
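ATP formation by purified human PK-M2, quantified via coupled luciferase luminescence after 1 h at room temperature with 0.1 mM ADP and 0.5 mM PEP final.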
KCNH2 3.1 inh: qHTS for Inhibitors of KCHN2 3.1: Mutant qHTS; Potassium voltage-gated channel subfamily H member 2, brain isoform KCNH2 3.1 (human); U2OS KCNH2 3.1, thallium flux FluxOr; stronger effect = lower value; activity change, % (tested at about 1.8 µM); 340,000 compounds, 0.95% hits; AID 720553, 2013;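 active = maximum activity change below -70%; inconclusive = maximum activity change from -70% to -50%; inactive = maximum activity change above -50%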;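 also: thallium influx rate constant from kinetic fluorescence after stimulation buffer; % is scaled to controls: 0 for no effect and ±100 for the full control effect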
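U2OS cells transduced with KCNH2 3.1 mutant virus (1.77 x 10^8 /mL, 4 h), plated overnight at 37 C, loaded 45 min with FluxOr dye plus Red40 quencher. Thallium flux rate constant from kinetic reads after stimulation buffer, normalised to controls.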
hERG WT inh: qHTS for Inhibitors of KCHN2 3.1: Wildtype qHTS; Voltage-gated inwardly rectifying potassium channel KCNH2 (Homo sapiens), Q12809; U2OS, BacMam KCNH2, thallium flux FluxOr; stronger effect = lower value; activity change, % at 1.84 µM; 340,000 compounds, 0.37% hits;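 active = maximum activity change below -70%; inconclusive = maximum activity change between -70% and -50%; inactive = maximum activity change above -50%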; also: % is scaled to controls: 0 for no effect and ±100 for the full control effect
Target sequence (Q12809 whole entry, looked up): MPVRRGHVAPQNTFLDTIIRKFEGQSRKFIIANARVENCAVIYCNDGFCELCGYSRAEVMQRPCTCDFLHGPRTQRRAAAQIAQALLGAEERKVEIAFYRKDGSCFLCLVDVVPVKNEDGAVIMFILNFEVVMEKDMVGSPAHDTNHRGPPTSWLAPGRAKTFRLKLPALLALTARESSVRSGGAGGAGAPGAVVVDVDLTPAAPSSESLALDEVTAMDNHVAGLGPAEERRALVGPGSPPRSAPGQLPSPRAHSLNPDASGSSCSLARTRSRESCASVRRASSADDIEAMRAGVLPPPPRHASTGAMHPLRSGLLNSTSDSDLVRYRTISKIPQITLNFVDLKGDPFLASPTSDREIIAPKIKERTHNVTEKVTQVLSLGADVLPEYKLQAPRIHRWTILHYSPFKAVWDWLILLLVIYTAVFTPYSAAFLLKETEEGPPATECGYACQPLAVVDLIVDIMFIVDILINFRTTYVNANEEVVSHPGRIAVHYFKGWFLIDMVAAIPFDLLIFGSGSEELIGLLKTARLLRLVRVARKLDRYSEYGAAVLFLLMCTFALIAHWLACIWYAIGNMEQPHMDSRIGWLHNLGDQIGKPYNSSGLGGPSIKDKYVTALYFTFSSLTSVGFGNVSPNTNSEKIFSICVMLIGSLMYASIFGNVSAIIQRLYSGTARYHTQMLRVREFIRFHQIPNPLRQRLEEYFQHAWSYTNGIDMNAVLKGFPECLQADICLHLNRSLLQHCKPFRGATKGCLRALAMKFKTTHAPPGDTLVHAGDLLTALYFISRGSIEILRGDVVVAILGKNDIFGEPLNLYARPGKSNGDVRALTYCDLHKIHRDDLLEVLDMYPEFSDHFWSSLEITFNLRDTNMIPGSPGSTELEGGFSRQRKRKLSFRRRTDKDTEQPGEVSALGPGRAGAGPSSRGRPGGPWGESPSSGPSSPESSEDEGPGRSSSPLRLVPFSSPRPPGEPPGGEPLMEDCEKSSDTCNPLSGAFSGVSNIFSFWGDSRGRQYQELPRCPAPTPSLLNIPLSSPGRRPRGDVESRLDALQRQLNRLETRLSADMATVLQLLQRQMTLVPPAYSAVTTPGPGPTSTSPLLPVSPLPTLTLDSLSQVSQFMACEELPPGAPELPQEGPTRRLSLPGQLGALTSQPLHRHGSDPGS
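U2OS cells transduced with wild-type KCNH2 virus are loaded with FluxOr dye for 45 min, and thallium flux is measured in kinetic reads before and after stimulation buffer. Rate constants are normalized to DMSO controls.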
Giardia killer: Small Molecules that selectively kill Giardia lamblia: qHTS; Giardia lamblia trophozoite viability; activity change, % at 7.66 µM, hits read low; 340,000 compounds, 0.15% hits; in the data active = activity change below about -80%; inconclusive = between about -30% and that limit;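 also: parasites exposed to compound for two days anaerobically before the ATP read; % is scaled to controls: 0 for no effect and ±100 for the full control effect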
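Anaerobic 48 hrs incubation at 37 deg C of 100 trophozoites/well with test compounds; ATPLite 1-Step luminescence, 15-30 min RT, reports cellular ATP as viability.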
Menin-MLL TR inh: qHTS Assay for Inhibitors Targeting the Menin-MLL Interaction in MLL Related Leukemias: Competition With Texas Red Labeled MLL-derived Mutant Peptide | 270,000 compounds, 0.23% hits | Menin + Texas Red MLL mutant peptide, fluorescence polarization | Potency, µM (highest dose often 61.6 µM), for the others: top-dose FP activity change, negative = inhibition, usual class: inhibitors | O00255; active = well fitted inhibition curve with a large enough effect in the polarisation, with a control signal flat, not every such curve was filed as active; inconclusive = small, poorly fitted or top-dose-only effect, or effect the other way, or a change in a side signal; inactive = no such curve, though single readings can be large or run the other way; the % refers to the polarisation; also: potency is read from the fitted curve at half-maximal effect; % of control where 0% means no effect; many of its hits are not listed in these tables
The depositor's hits bear a star; ? = inconclusive; . = no result given; [ ] = another dose, or the depositor's remark. Unless noted, calls follow the shape of the dose curve; as a rule, active = well fitted curve in the direction sought with a large enough effect; inconclusive = small, poorly fitted or top-dose-only effect, or another doubt; inactive = no such curve, though single readings can be large; an effect the other way counts as inactive or inconclusive. These rows are one share of the data; rates above refer to the full screens.

SMILES	TRPV1 ag	MLL CXXC-DNA inh	Coupling enz	GALK inhibitor	USP2a block	B2AR arrestin	PKM2 act	KCNH2 3.1 inh	hERG WT inh	Giardia killer	Menin-MLL TR inh
O=C(CCS(=O)(=O)c1ccccc1)Nc1nnc(C(F)(F)F)s1	-2	1%	-4	1%	1%	-0.8%	-9%	10	2	4	2%
COc1ccc2c(c1)c(CC(=O)NCc1cc([N+](=O)[O-])ccc1O)c(C)n2C(=O)c1ccc(Cl)cc1	7	6%	.	-9%	2%	-0.2%	3%	4	-5	-10	.
COC(=O)C1=C(C)NC(=O)NC1c1ccco1 (stereo not given)	0	-12%	1	0%	-1%	-0.1%	6%	9	-3	7	-6%
Cc1ccc(C)c2nc(Cl)c(C3NC(=O)c4ccccc4N3)cc12 (stereo not given)	8	-1%	0	2%	1%	0.4%	14%	-4	18	7	-22%
CCN(CC)C(=O)/C(=C\c1cccc([N+](=O)[O-])c1)NC(=O)c1ccco1	-3	-6%	1	0%	1%	-0.5%	-3%	-4	2	-22	-2%
CCOc1[nH]n(-c2ccccc2)c(=O)c1C=NCc1ccncc1	6	-2%	2	8%	-1%	-0.4%	-1%	-8	23	6	0%
c1ccc(Cn2nnc3c(N4CCCC4)ncnc32)cc1	6	-6%	5	9%	4%	-0.2%	16µM*	9	-7	30[activator]	-5%
COc1ccc(C(CNC(=O)c2cccn2C)N2CCOCC2)cc1 (stereo not given)	-5	.	.	.	0%	-0.1%	.	-19	0	6	.
O=C(Nc1ccccc1-c1ccccc1)C1CCCCC1	14	8%	-1	2%	4%	-0.5%	1%	-8	-8	6	16%
CCN(CC)S(=O)(=O)c1ccc(N2CCCC2)c(NC(=O)c2ccncc2)c1	2	6%	3	.	8%	0.0%	0%	6	0	4	.
COc1cccc(CC(=O)NNC(=O)c2c(-c3ccccc3)noc2C)c1	21	-13%	1	1%	1%	0.1%	0%	-18	-3	-8	.
CNC(=O)NNC(=O)c1csc(-c2ccc(C(F)(F)F)cc2Cl)n1	1	4%	-2	-2%	0%	-0.6%	2%	0	1	7	.
CCOC(=O)C1=C(COC(=O)CSc2ccc(C)cc2C)NC(=O)NC1C (stereo not given)	13	.	.	.	2%	-0.3%	.	16	-11	17	.
CC(C)Oc1ccc(C(=O)Nc2ccc(N(C)C)cc2)cc1	-9	-1%	-2	3%	0%	-0.9%	7%	-3	3	-2	-1%
Cc1cc(N2CCN(c3nnnn3-c3ccccc3)CC2)n2ncnc2n1	-1	-5%	4	2%	3%	0.0%	2%	18	3	-8	-3%
CCOC(=O)CN(C(=O)Cn1nnc2ccccc21)C(C(=O)NCCOC)c1ccccc1C (stereo not given)	-2	0%	0	3%	-1%	0.0%	2%	12	2	20	3%
O=C(COc1cccc(Cl)c1)Nc1cc(S(=O)(=O)N2CCOCC2)ccc1N1CCOCC1	4	1%	2	-1%	-12%	-0.9%	0%	7	-14	-8	.
COc1ccc(S(=O)(=O)N2CCC(C(=O)Nc3ccc4c(c3)OCCO4)CC2)cc1OC	2	0%	-1	-1%	-1%	0.2%	1%	13	-25	20	-4%
CCN(CC(=O)Nc1c(F)cccc1F)C(=O)C1CCN(S(=O)(=O)c2ccc(C)cc2C)CC1	2	.	.	.	-2%	-0.7%	.	-7	5	1	.
COc1nnc(-c2ccc(N3CCOCC3)c(NC(=O)c3ccc(C)cc3)c2)c2ccccc12	-6	0%	0	-2%	1%	-0.6%	4%	23	6	24	?
CCOC(=O)N1CCN(C(=O)c2cc3ccccc3o2)CC1	9	5%	1	1%	1%	0.4%	-6%	2	-3	-10	-16%
COc1cc2c(c3oc(-c4ccccc4)cc(=O)c13)C=CC(C)(C)O2	?	-9%	4	4%	-1%	0.0%	1%	-2	2	?	-14%
CC[C@@]12C(=O)N(c3cccc(F)c3)C(=O)N1[C@H](c1ccc(OC)cc1)[C@@H]1C(=O)N(C(C)(C)C)C(=O)[C@@H]12	3	.	.	.	5%	-0.1%	.	7	-6	16	.
C/C(=C\c1ccccc1)CN1CCC(C(=O)N2CCC(C)CC2)CC1	?	-3%	1	-5%	-1%	-0.4%	0%	4	19	-3	3%
O=C(NCc1ccccn1)Nc1ccccc1Cl	4	?	3	6%	-1%	6.7%	-4%	2	13	14	7%
CC(=O)c1ccc(-n2c(C)ccc2-c2ccccc2)cc1	11	4%	5	-2%	0%	3.6%	9%	6	5	0	-2%
Cc1ccccc1OCC(=O)NCC(c1cccs1)N1CCOCC1 (stereo not given)	11	.	.	.	2%	0.4%	.	23	14	20	.
COC(=O)c1cc(S(=O)(=O)NCCc2ccc(Cl)cc2)c[nH]1	0	2%	2	.	1%	-0.5%	6%	-1	-15	-3	-16%
O=C(Cc1ccc(S(=O)(=O)N2CCOCC2)s1)Nc1ccc(N2CCOCC2)cc1	3	-3%	1	9%	0%	0.6%	-3%	3	-4	4	?
CCOC(=O)c1nn(-c2cccc(Cl)c2)c2nc(Nc3ccccc3)cc(=O)n12	22	5%	-1	.	1%	-0.8%	2%	1	-7	12	6%

An excerpt from above in order of the MLL CXXC-DNA inh value, rising.
smiles	TRPV1 ag	MLL CXXC-DNA inh	GALK inhibitor	B2AR arrestin	PKM2 act	Menin-MLL TR inh
COC(=O)C1=C(C)NC(=O)NC1c1ccco1 (stereo not given)	0	-12%	0%	-0.1%	6%	-6%
COc1cc2c(c3oc(-c4ccccc4)cc(=O)c13)C=CC(C)(C)O2	?	-9%	4%	0.0%	1%	-14%
CCN(CC)C(=O)/C(=C\c1cccc([N+](=O)[O-])c1)NC(=O)c1ccco1	-3	-6%	0%	-0.5%	-3%	-2%

Next part.
SMILES	TRPV1 ag	MLL CXXC-DNA inh	Coupling enz	GALK inhibitor	USP2a block	B2AR arrestin	PKM2 act	KCNH2 3.1 inh	hERG WT inh	Giardia killer	Menin-MLL TR inh
COC(=O)c1cc(S(=O)(=O)Nc2cccc(-c3cnco3)c2)oc1C	0	-8%	5	-1%	5%	-0.1%	.	5	-7	-6	21%
CCC(=O)N1CCc2cc(S(=O)(=O)NC(Cc3ccccc3)C(=O)Nc3nccs3)ccc21 (stereo not given)	-1	17%	5	.	2%	-1.0%	1%	5	5	1	5%
CN1CCN(C(=O)/C=C\C(=O)O)CC1	0	-6%	2	0%	4%	-0.7%	2%	-11	2	7	-4%
COc1cccc(OC)c1C(=O)NC(=S)Nc1cc(-c2nc3ccccc3[nH]2)ccc1Cl	2	2%	5	0%	-10%	-0.7%	-2%	-10	-1	15	?
Cc1sc2ncnc(N3CCN(Cc4ccccc4)CC3)c2c1-c1ccc(F)cc1	9	3%	4	0%	1%	-1.4%	14%	-30	-6	-10	?
CCOC(=O)c1c(NC(=O)c2ccc(S(=O)(=O)N3CCOCC3)cc2)sc2c1CCN(C(C)C)C2	?	8%	.	5%	-1%	-0.3%	.	-4	0	-9	.
COc1ccc(NC(=O)CSc2nnnn2C2CCCC2)cc1	-3	-17%	0	11%	0%	-1.1%	13%	-18	.	-12	2%
Cc1c(NC(=O)C(=O)/C=C(\O)c2ccc(Cl)cc2)c(=O)n(-c2ccccc2)n1C	5	2%	0	2%	2%	-0.1%	14%	-11	9	-2	-7%
